# Screening data (PubChem)
# PAFAH1B3 inh: blocks human PAF acetylhydrolase 1B catalytic subunit 3 | Q15102 | recombinant PAFAH1B3, FP-rhodamine probe, fluorescence polarization | inhibition, % at 3.39 µM | actives 0.28% (n = 340,000);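 active = inhibition above the screen-wide average of all tested compounds plus 3 SD, cut at about 25% in these data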;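 note: 0% = enzyme with DMSO only and 100% = wells lacking PAFAH1B3 protein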
# LYPLA2 counter: counter-screen for PME1 inhibitors: inhibitors of human LYPLA2; inhibition, % at 5.9 µM; AID 2177; recombinant LYPLA2, FP-Rh probe fluorescence polarization; actives 0.38% (n = 320,000);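 active = inhibition above the screen-wide mean plus 3 SD, limit set per campaign, cut at about 26% in these data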;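 note: 0% = LYPLA2 with DMSO and 100% = wells lacking LYPLA2 enzyme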
# PAFAH2 inh: inhibitors of human PAFAH2. Q99487. recombinant PAFAH2, FP-rhodamine activity probe, fluorescence polarization. inhibition, % at 3.39 µM. actives 0.99% (n = 340,000). AID 492956;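 active = inhibition above the mean over all tested compounds plus 3 SD, cut at about 30% in these data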;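 note: inhibitors block probe labeling of enzyme so polarization drops; 0% = enzyme with DMSO and 100% = wells lacking PAFAH2 protein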
# PAD4 inh: inhibitors of human PAD4; Q9UM07; recombinant PAD4, RCA probe fluorescence polarization; inhibition, % at 6.36 µM; actives 0.41% (n = 330,000); AID 485272;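 active = percent inhibition above a cutoff equal to the mean of all tested compounds plus 3 SD, cut at about 15% in these data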;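 note: 0% = PAD4 with RCA probe and DMSO and 100% = probe without PAD4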
# Target sequence (Q9UM07 whole entry, looked up): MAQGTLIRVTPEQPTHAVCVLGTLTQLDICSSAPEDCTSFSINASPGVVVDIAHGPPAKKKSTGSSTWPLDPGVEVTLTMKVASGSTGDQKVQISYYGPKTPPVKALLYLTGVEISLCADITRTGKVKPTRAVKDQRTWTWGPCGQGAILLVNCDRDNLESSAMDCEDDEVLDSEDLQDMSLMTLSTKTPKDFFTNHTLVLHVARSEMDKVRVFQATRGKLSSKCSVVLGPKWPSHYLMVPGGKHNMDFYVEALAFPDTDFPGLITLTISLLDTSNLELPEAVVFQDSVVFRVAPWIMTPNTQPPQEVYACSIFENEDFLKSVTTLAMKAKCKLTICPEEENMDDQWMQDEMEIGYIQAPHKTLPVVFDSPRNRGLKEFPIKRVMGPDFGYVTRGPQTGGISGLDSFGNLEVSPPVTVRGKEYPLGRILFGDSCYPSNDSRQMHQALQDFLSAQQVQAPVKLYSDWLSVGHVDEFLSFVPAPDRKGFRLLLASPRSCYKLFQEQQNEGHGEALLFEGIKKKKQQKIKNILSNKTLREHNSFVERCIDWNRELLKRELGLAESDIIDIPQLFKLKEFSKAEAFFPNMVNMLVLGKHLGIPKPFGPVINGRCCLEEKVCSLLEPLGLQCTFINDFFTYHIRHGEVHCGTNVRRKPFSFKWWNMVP
# PAFAH1B2 inh: inhibitors of human PAFAH1B2 | P68402 | recombinant PAFAH1B2, FP-rhodamine activity probe, fluorescence polarization | inhibition, % at 3.39 µM | actives 1.2% (n = 340,000) | AID 492953;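 active = inhibition above the mean of all tested compounds plus 3 SD, cut at about 24% in these data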;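 note: 0% = enzyme with DMSO and 100% = wells lacking PAFAH1B2; many of its hits are not listed in these tables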
# Target sequence (P68402 whole entry, looked up): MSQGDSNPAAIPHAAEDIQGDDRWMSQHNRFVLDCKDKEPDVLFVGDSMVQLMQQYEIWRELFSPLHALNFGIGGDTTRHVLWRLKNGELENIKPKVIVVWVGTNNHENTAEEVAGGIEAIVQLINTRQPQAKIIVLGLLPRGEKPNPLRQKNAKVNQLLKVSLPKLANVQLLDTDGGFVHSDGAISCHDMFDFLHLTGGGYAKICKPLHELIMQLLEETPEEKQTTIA
# LYPLA1 counter: counter-screen for PME1 inhibitors: inhibitors of human LYPLA1; O75608; recombinant LYPLA1, FP-Rh probe fluorescence polarization; inhibition, % at 5.9 µM; actives 0.16% (n = 320,000);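 active = inhibition above the mean of all tested compounds plus 3 SD, set per campaign, cut at about 14% in these data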;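 note: inhibitors block serine hydrolase probe labeling of LYPLA1 so polarization falls; 0% = enzyme with DMSO and 100% = wells lacking LYPLA1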
# Target sequence (O75608 whole entry, looked up): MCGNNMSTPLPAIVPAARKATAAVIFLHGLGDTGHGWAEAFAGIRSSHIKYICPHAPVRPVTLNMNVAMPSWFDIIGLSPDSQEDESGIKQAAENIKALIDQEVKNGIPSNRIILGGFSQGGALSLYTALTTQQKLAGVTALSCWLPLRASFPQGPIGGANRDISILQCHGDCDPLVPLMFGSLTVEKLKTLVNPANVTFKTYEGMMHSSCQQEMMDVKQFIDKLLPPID
# pPAFAH inh: pPAFAH (human) enzyme inhibition; recombinant pPAFAH, FP-rhodamine probe fluorescence polarization; inhibition, % at 3.39 µM; actives 1.5% (n = 330,000); AID 463082;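 active = inhibition above the mean inhibition across the screen plus 3 SD, cut at about 25% in these data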;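 note: inhibitors block binding of the rhodamine activity-based probe so polarization drops; 0% = enzyme with DMSO and 100% = wells lacking pPAFAH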
# PREPL inhibitor: inhibitors of human prolyl oligopeptidase-like enzyme PREPL; recombinant PREPL, fluorescence polarization activity-based probe; Q4J6C6; AID 2751; actives 0.68% (n = 320,000); inhibition, % at 5.96 µM; in the data active = inhibition above about 43%;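 note: 0% = enzyme with DMSO and 100% = wells lacking enzyme; many of its hits are not listed in these tables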
# GSTO1 counter: counter-screen for RBBP9 inhibitors: inhibitors of human GSTO1 | P78417 | recombinant GSTO1, activity-based probe fluorescence polarization | inhibition, % at 5.96 µM | actives 1.1% (n = 300,000) | AID 1974;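 active = inhibition above the campaign mean inhibition plus 3 SD, cut at about 35% in these data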;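 note: 0% = GSTO1-1 with DMSO and 100% = wells lacking GSTO1-1 enzyme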
# An asterisk follows results filed as active; nt = not tested or not shown. An excerpt (hit frequency here may not be typical).
SMILES,PAFAH1B3 inh,LYPLA2 counter,PAFAH2 inh,PAD4 inh,PAFAH1B2 inh,LYPLA1 counter,pPAFAH inh,PREPL inhibitor,GSTO1 counter
Cc1ncc([N+](=O)[O-])n1Cc1ccccc1F,2,-4,0,-1,-1,2,6,7,1
O=C(NCCc1ccc(O)cc1)c1ccc(Cl)cc1,7,4,0,-1,5,5,0,2,1
O=C1c2ccccc2NC(c2ccc(-c3ccccc3F)o2)N1O (configuration not stated),11,-1,4,-4,6,0,0,5,nt
CC(C)(C)NC(=O)COc1coc(CN2CCN(Cc3ccccc3)CC2)cc1=O,3,9,4,-2,-1,3,1,-3,5
CCOC(=O)C1(CCOc2ccccc2)CCN(Cc2ccc(NC(C)=O)cc2)CC1,-4,7,0,2,2,1,0,-105,3
CCc1ccc(-c2cc(C(=O)NN3CCOCC3)c3ccccc3n2)s1,1,-8,-5,3,1,-6,6,-4,1
COC(=O)C[C@H]1c2ccccc2S(=O)(=O)N1C(C)C,-1,-5,5,0,4,-3,4,-6,4
C=Cn1ccnc1CC(O)c1ccc(OC)cc1 (configuration not stated),8,6,4,1,-1,-1,0,6,0
COc1ccc(C(=O)NCc2ccc3c(c2)OCO3)cc1S(=O)(=O)N1CCCC1,-2,6,6,2,2,1,3,16,nt
CCOc1ccc(-n2nc3c(=O)[nH]nc(C)c3c2C)cc1,8,-1,-3,6,2,-5,-1,2,3
Cc1ccc(C(=O)Nc2ccc(S(=O)(=O)N3CCN(C)CC3)cc2)cc1,12,-1,-5,0,8,-3,0,0,-2
C[C@H]1CCC[C@]2(O[C@H](CCO)C[C@H](O)[C@H]2O)O1,5,-2,-4,8,-6,1,2,3,2
COC(=O)CSc1nc2cc3c(cc2cc1C)OCO3,2,2,5,-6,2,0,1,-5,-2
C#CCOCCOCCOCCNc1nc(N2CCN(C(=O)[C@H]([C@@H](C)CC)n3cc(CCCN=C(N)N)nn3)CC2)nc(N2CCN(C(=O)[C@H](CCCCN)n3cc(CCC(=O)O)nn3)CC2)n1,6,5,-8,1,3,0,5,8,6
CS(=O)(=O)Nc1cccc(C(=O)CC2(O)C(=O)Nc3ccccc32)c1 (configuration not stated),2,1,0,-1,12,1,1,-2,0
CCN(C(=O)CN1C(=O)c2ccc([N+](=O)[O-])cc2C1=O)C1CCCCC1,-4,3,-5,5,15,1,5,7,2
CC(=O)c1cccc(NC(=O)C(C)OC(=O)CCC2CCCCC2)c1 (configuration not stated),1,2,-4,-3,4,-4,6,1,0
O=C(CCCOc1ccccc1)Nc1ncccn1,6,8,-3,3,-2,0,6,4,2
O=C(Nc1ccccc1)ON=C1CCCC1,6,3,0,2,3,0,1,23,14
CC1=Nc2cc(C(=O)O)ccc2Sc2c(C)ccc(C)c21,-3,4,2,1,8,0,5,21,-12
Cc1cccc(C(=O)NC(=S)NNC(=O)c2cccs2)c1,7,3,1,0,-3,1,3,-6,-2
CCOCC(=O)N1CCN(c2cccc(Cl)c2)CC1,9,0,9,-6,4,1,3,-4,17
O=C(C1CCCO1)N1CCN(C(=S)Nc2cccc(F)c2)CC1 (configuration not stated),6,9,7,-1,-2,2,1,-5,-4
COc1cccc(CC(=O)OCC(=O)NCc2ccc3c(c2)OCO3)c1,-2,nt,1,-1,9,nt,6,9,nt
CCCCC(CC)C(=O)Nc1ccccc1C#N (configuration not stated),6,-4,1,0,1,1,1,-1,-4
CCN(C[C@H]1N[C@@](Cc2ccccc2)(C(=O)OC)[C@H]2C(=O)N(C)C(=O)[C@@H]12)C(=O)Nc1ccc(Cl)cc1,15,nt,6,0,3,nt,3,12,nt
Cc1cc(C(=O)Nc2sc(C)c(C)c2C#N)c(C)o1,0,-2,2,-7,0,-3,-5,1,-5
NNc1nc(-c2ccccc2)nc2sc3c(c12)CCCC3,1,-6,5,-1,-2,1,-3,9,-8
CCOC(=O)C1=C(O)/C(=C\c2cc(C)n(-c3ccccc3F)c2C)N=C1C,4,-7,0,1,-3,-4,8,10,8
Cc1ccc2[nH]c(=O)c(CN(Cc3cccs3)S(=O)(=O)c3ccc4c(c3)OCCO4)cc2c1,6,0,-2,-1,1,-3,1,-4,-2
COc1ccc(C(=O)NC2CCCc3ccccc32)cc1S(=O)(=O)N1CCOCC1 (configuration not stated),14,2,9,1,-5,-1,-3,7,5
O=C(COc1ccc([N+](=O)[O-])cc1)Nc1ccc(C(=O)NCc2cccnc2)cc1,4,14,5,-8,2,-2,0,-25,5
CCc1ccc(OCC(=O)NNC(=O)c2cc(S(=O)(=O)N3CCOCC3)ccc2N2CCCC2)cc1,-3,6,0,-1,0,3,4,5,nt
CCc1cc(CNC(=O)CCc2nnc(Cc3cccc(C)c3)o2)on1,2,2,1,0,4,-1,3,-4,0
CCCN(CC(=O)Nc1ccccc1OC)C(=O)Cc1ccc2c(c1)CCC2,3,6,-8,-2,-1,-2,3,5,nt
COC(=O)c1cc(O)cc(OC)c1Oc1cc(C)cc(O)c1C(=O)O,10,8,12,-4,6,2,35*,9,36*
CCOC(=O)N1CCN(CC(O)COc2ccc(C(C)C)c(C)c2)CC1 (configuration not stated),2,9,0,-1,-1,2,9,3,-11
O=C(/C=C/NCc1cccnc1)c1ccc(Br)cc1,2,-1,-4,-3,-3,-1,3,15,-14
CC(O)CN1CC(O)=C(c2nc3ccccc3s2)C1=N (configuration not stated),-4,8,15,-3,-3,-3,6,15,4
Cc1nn(Cc2ccc(Cl)cc2)c(C)c1NC(=O)/C=C/c1cnn(C)c1,3,6,2,-1,4,2,4,5,-2
Cn1c(=O)c2c(nc(CN3CCN(Cc4ccccc4)CC3)n2CCN2CCOCC2)n(C)c1=O,3,5,-4,-4,1,3,4,26,2
O=C(Oc1cccnc1)c1cccc(Cl)c1,-1,-3,1,-4,2,0,-3,2,-8
COc1cccc(-c2ncc3ccccc3c2COC(=O)CCC(=O)O)c1,-4,4,2,-1,5,4,-1,0,nt
S=C(NCC1COc2ccccc2O1)Nc1ccc(Br)cc1 (configuration not stated),3,-9,-7,3,1,-15,-4,-22,-9
COC(=O)[C@@]1(Cc2ccccc2)[C@@H]2C(=CC(=O)[C@H]2CC(=O)C(=O)N(C)C)CN1C(=O)c1ccccc1,3,3,-8,5,-2,3,5,-1,0
CC(=O)Nc1ccc(S(=O)(=O)NC2(C(F)(F)F)C(=O)Nc3c2c(=O)[nH]c(=O)n3Cc2cccnc2)cc1 (configuration not stated),14,-2,-1,-2,8,2,0,-2,4
CCOC(=O)C1=C(c2ccccc2)NC(=S)NC1C (configuration not stated),0,-1,1,-5,8,-4,-7,7,-13
CCCCc1nnc(NC(=O)c2ccc(-n3cncn3)c([N+](=O)[O-])c2)s1,8,-1,13,-3,3,1,2,-5,6
CC(=O)c1ccc(NC(=O)C2CCCN2S(=O)(=O)c2ccc(F)cc2)cc1 (configuration not stated),15,-5,5,0,6,-2,0,-2,3
COc1ccc(NC(=O)CN2C(=O)COc3ccc(S(=O)(=O)N4CCOCC4)cc32)cc1,1,7,3,-5,12,-3,5,4,-7
CC(=O)Oc1ccc2oc(C)c(C(=O)N3CCOCC3)c2c1,-5,-6,-4,0,-3,-4,2,-6,2
Cc1cc(C)c(C)c(S(=O)(=O)NCc2ccc(C(=O)N3CCN(C)CC3)cc2)c1C,6,10,3,1,3,8,-3,10,7
CC(C)NC(=O)C1CCN(c2ccc(S(=O)(=O)N3CCOCC3)cc2Cl)CC1,3,4,-6,-2,2,0,-4,8,-8
COc1ccc(-c2csc(NC(CO)c3nc4ccccc4n3Cc3ccc(C)cc3)n2)cc1 (configuration not stated),-5,-3,1,0,4,-2,8,8,-1
O=C(CCN1CCOCC1)NNC(=S)NC(=O)c1ccc(Br)cc1,4,1,6,8,0,-4,1,6,20
CC1CC(C)CN(CCOc2ccc(Br)cc2)C1 (configuration not stated),4,3,-5,5,6,2,0,3,3
Cc1cc(N)n2ncc(-c3ccc(Cl)cc3)c2n1,7,1,-7,-3,6,5,10,21,-1
Cc1cc2cc(CCNC(=O)C3c4ccccc4Oc4ccccc43)c(=O)[nH]c2cc1C,nt,6,nt,3,nt,1,-1,4,0
O=C(Cn1cncn1)N1CCN(c2ccc(F)cc2)CC1,0,1,5,3,4,0,0,16,15
COCCN(C(=O)CSc1nc2ccc(OC)cc2[nH]1)c1c(N)n(Cc2ccccc2)c(=O)[nH]c1=O,-2,-2,-1,-3,2,-4,4,8,6
# Other entries:
SMILES,PAFAH1B3 inh,LYPLA2 counter,PAFAH2 inh,PAD4 inh,PAFAH1B2 inh,LYPLA1 counter,pPAFAH inh,PREPL inhibitor,GSTO1 counter
O=C(Nc1ncc([N+](=O)[O-])s1)c1ccco1,-2,-9,4,-5,4,-2,-7,-2,3
COc1ccc(CN(Cc2cccn2C)S(=O)(=O)c2cccc(C(F)(F)F)c2)cc1,nt,5,nt,-6,nt,-1,7,1,4
CCOC(=O)c1c(NC(=O)NC(C)(C)C)sc2c1CCN(C)C2,10,-3,3,-1,0,1,4,9,10
COCCNC(=O)CCCCCNS(=O)(=O)c1ccc(C)cc1,-5,6,9,-1,5,1,15,3,3
CCCc1cc(=O)c2c(O)ccc(OC)c2o1,5,-3,3,-1,1,-3,3,2,6
COc1ccc(NC(=O)N2CCN(c3cccc(C(F)(F)F)c3)CC2)cc1,-35,7,-37,-6,-23,-2,1,2,3
COc1ccccc1N(CC(=O)NCc1ccccn1)S(C)(=O)=O,4,1,-1,-4,-3,0,-3,19,-1
COCCNC(=O)/C(C#N)=C/c1ccc(O)cc1,10,-1,6,-1,3,-1,-1,8,-1
CC(=O)N1CCn2c3c(c(=O)c4cc(C)ccc42)CCC31 (configuration not stated),41*,9,-2,46*,10,4,13,26,73*
COc1ccccc1C(=O)Nc1ccnn1C1CCN(C2CCSCC2)CC1,-4,4,-2,3,-3,0,-1,13,6
CCOc1ccc(C(=O)N/N=C/c2ccc(-c3ccc(S(=O)(=O)Nc4ncccn4)cc3)o2)cc1,-7,-7,8,-2,3,-8,11,23,-18
CCOC(=O)NC(NS(=O)(=O)c1ccccc1)(C(=O)OCC)C(F)(F)F (configuration not stated),2,0,-1,-2,3,-4,4,-8,-3
C=C(C)C1CC=C(C)/C(=N/NC(=O)c2cccs2)C1 (configuration not stated),6,6,-6,-4,-2,1,4,4,1
O=C(C1CC(=O)N(C2CCCCC2)C1)N1CCN(c2ccccc2)CC1 (configuration not stated),-5,3,14,-2,-1,0,3,43,0
Cc1nc2ccc(S(=O)(=O)N(C)CC(=O)NCc3ccc(N(C)C)cc3)cc2s1,7,1,2,3,5,0,4,-1,7

# Among those listed so far, 4 have a COOH group.
SMILES,PAFAH1B3 inh,LYPLA2 counter,PAFAH2 inh,PAD4 inh,PAFAH1B2 inh,LYPLA1 counter,pPAFAH inh,PREPL inhibitor,GSTO1 counter
C#CCOCCOCCOCCNc1nc(N2CCN(C(=O)[C@H]([C@@H](C)CC)n3cc(CCCN=C(N)N)nn3)CC2)nc(N2CCN(C(=O)[C@H](CCCCN)n3cc(CCC(=O)O)nn3)CC2)n1,6,5,-8,1,3,0,5,8,6
CC1=Nc2cc(C(=O)O)ccc2Sc2c(C)ccc(C)c21,-3,4,2,1,8,0,5,21,-12
COC(=O)c1cc(O)cc(OC)c1Oc1cc(C)cc(O)c1C(=O)O,10,8,12,-4,6,2,35*,9,36*
COc1cccc(-c2ncc3ccccc3c2COC(=O)CCC(=O)O)c1,-4,4,2,-1,5,4,-1,0,nt

# Copied from the list:
# `O=C(/C=C/NCc1cccnc1)c1ccc(Br)cc1` in PAFAH1B2 inh is entered as -3
# `CC(=O)c1ccc(NC(=O)C2CCCN2S(=O)(=O)c2ccc(F)cc2)cc1` (configuration not stated) in PAFAH1B2 inh is entered as 6
